Compound activity: PubChem, NCI
NCI-60 one-dose screen, 48 h, at 10 µM unless noted. Numbers give growth in % (100 = growth as untreated, 0 = no growth, -100 = all killed).
BT-549 – BT-549 breast cancer | hit rate 4.4% among 78,000 | AID 1794793
MDA-MB-435 – MDA-MB-435 melanoma; hit rate 7.8% among 82,000
HS 578T – HS 578T breast cancer | hit rate 4.1% among 78,000 | AID 1794788
SK-MEL-2 – SK-MEL-2 melanoma | hit rate 4.7% among 77,000
SK-MEL-28 – SK-MEL-28 melanoma | hit rate 4.1% among 81,000 | AID 1794761
T-47D – T-47D breast cancer; hit rate 5% among 79,000; AID 1794792
LOX IMVI – LOX IMVI melanoma; AID 1794757; hit rate 7.4% among 79,000
SK-MEL-5 – SK-MEL-5 melanoma; hit rate 6.4% among 80,000; AID 1794755
The depositor's hits bear a star; x = no result given; & = joins results of further samples. Rule for the calls: active = growth percent below 10; inactive = the rest.

1	C/C(=N\O)C1CC[C@]2(C)[C@@H]1CC[C@@H]1[C@@]3(C)CC/C(=N/O)C(C)(C)[C@@H]3CC[C@]12C (some centres undefined)
2	O=C(CSc1nnc(-c2cccs2)n1-c1ccccc1)Nc1cccc(Br)c1
3	Nc1ccccc1SC1CC(=O)N(c2cccc(Cl)c2)C1=O (centres undefined)
4	Cc1cnc2c(N)cc(C)c(C)c2c1
5	O=[N+]([O-])c1ccc2c(N=Nc3ccc4ccccc4c3O)c(O)cc(S(=O)(=O)O)c2c1
6	C#CCNC(=O)[C@]1(C)CCC[C@]2(C)[C@H]3C[C@H]4C(C(C)C)=C[C@]3(CC[C@H]21)[C@@H]1C(=O)CCC(=O)[C@@H]14

assay / compound,1,2,3,4,5,6
BT-549,114,96,96,108,92,96
MDA-MB-435,103,86,100,106,97,103
HS 578T,94,73,114,111,105,102
SK-MEL-2,93,106,91,102,102,88
SK-MEL-28,102,98,98,109,99,109
T-47D,58,102,87,91,96,82
LOX IMVI,108,101,97,96,66,94
SK-MEL-5,94,92,95,104,85,97

7	Nc1c(C(=O)Nc2ccccc2)sc2ncccc12
8	NS(=O)(=O)c1ccc(C(=O)NN2C(=O)C3CC=CCC3C2=O)cc1 (centres undefined)
9	CC(Sc1nc2sc3c(c2c(=O)n1-c1ccc(Cl)cc1)CCCC3)C(=O)Nc1ccc([N+](=O)[O-])cc1Cl (centres undefined)
10	O=C(COc1ccc(NC(=O)Nc2ccc(Cl)c(Cl)c2)cc1)N=Nc1c(O)[nH]c2ccc(Cl)cc12
11	Clc1ccc(N=c2oc3ccccc3cc2-c2cc3ccccc3[nH]2)cc1
12	CCOC(=O)C1=C(C)NC(=O)NC1c1ccc(OCc2cn(-c3ccc(S(N)(=O)=O)cc3)nn2)c(OC)c1 (centres undefined)

assay / compound,7,8,9,10,11,12
BT-549,98,114,123,-72*,110,109
MDA-MB-435,104,102,105,-61*,100,104
HS 578T,97,103,84,-14*,113,105
SK-MEL-2,103,108,106,-65*,108,101
SK-MEL-28,111,119,119,-81*,99,97
T-47D,85,105,73,-13*,77,94
LOX IMVI,90,102,90,x,x,101
SK-MEL-5,102,106,96,-84*,97,104

13	O=c1[nH]c(CN2CCCC2c2nc3ccccc3s2)nc2sc3c(c12)CCC3 (centres undefined)
14	CCC([N+](=O)[O-])S(=O)(=O)c1ccc(C)cc1 (centres undefined)
15	CCCCNC(=O)Oc1ccc(/C(=C(/C)Cc2ccc(OC)cc2)c2ccc(OCCN3CCCCCC3)cc2)cc1
16	N#Cc1c(N2CCCC2)nc2sc3cc(Cl)ccc3n2c1=N
17	F[C@H]1CCO[C@H](c2ccc3ccccc3c2)C1
18	COc1ccc(/C(C)=C(\c2ccc(Cl)cc2)c2ccc(OCCN3CCOCC3)cc2)cc1F

assay / compound,13,14,15,16,17,18
BT-549,82,109,93,123,92,103
MDA-MB-435,103,113,90,105,103,90
HS 578T,116,129,82,92,95,95
SK-MEL-2,96,107,102,98,103,105
SK-MEL-28,108,112,95,108,108,105
T-47D,98,93,39,83,84,88
LOX IMVI,102,98,14,95,99,112
SK-MEL-5,92,x,83,92,98,x

19	Nc1ncnc2c1C(c1ccc([N+](=O)[O-])cc1)c1sc3c(F)cccc3c1O2 (centres undefined)
20	O=C(Cc1ccccc1[N+](=O)[O-])NCC1(c2cccc3c2OCO3)OCCO1
21	NC(=O)/C=C\C(N)=O
22	Cc1cc(=O)n(C(=O)Nc2ccc(C(F)(F)F)cc2)c2cc(O)ccc12
23	O=C1C(=O)c2ccccc2C(O)=C1CCCc1ccc(C2CCCCCC2)cc1
24	CC(=O)[C@H]1CC[C@]2(C)[C@@H]1CC[C@@H]1[C@@]3(C)C/C(=C/c4cccnc4)C(=O)C(C)(C)[C@@H]3CC[C@]12C

assay / compound,19,20,21,22,23,24
BT-549,111,96,x,105,58,51
MDA-MB-435,101,109,100,103,34,75
HS 578T,89,101,91,97,115,94
SK-MEL-2,107,117,101,109,88,85
SK-MEL-28,106,105,107,105,50,95
T-47D,72,74,97,101,29,14
LOX IMVI,84,92,107,100,17,88
SK-MEL-5,98,100,102,106,25,39

25	NC(=O)c1ccc(-c2nc(CSc3nc4ccccc4s3)no2)cc1
26	COc1cc2ncnc(Nc3ccc(S(=O)(=O)Nc4cc(C)on4)cc3)c2cc1OCCCN1CCOCC1
27	NC/C(=C/F)COc1ccc2nc(N3CCC(O)CC3)oc2c1
28	Cn1cc(-c2nonc2-c2c[nH]c3ccccc23)c2cccnc21
29	Cc1ccc(S(=O)(=O)Nc2ccccc2N=Cc2c(F)c(F)c(F)c(F)c2F)cc1
30	CC(C)(Cl)C(=O)Oc1c(Cl)cc(Cl)cc1Cl

assay / compound,25,26,27,28,29,30
BT-549,98,92,95,59,114,104
MDA-MB-435,109,106,102,-23*,81,103
HS 578T,104,103,109,36,90,103
SK-MEL-2,93,101,102,8.5*,93,106
SK-MEL-28,112,115,104,61,95,116
T-47D,98,84,110,27,94,93
LOX IMVI,93,96,99,43,41,94
SK-MEL-5,103,97,100,26,90,103

31	CCOC(=O)Cn1c(-c2ccc(C)o2)nc2cc3nc4ccccc4nc3cc21
32	COc1ccc2[nH]cc(-c3noc(C(=O)c4cn(C)c5ccc(Br)cc45)n3)c2c1
33	CCCCC#Cc1c(I)n(C2OC(CO[Si](C)(C)C(C)(C)C)C3OC(C)(C)OC32)c(=O)[nH]c1=O (centres undefined)
34	CC(C)CS(=O)(=O)c1ncnc2nc[nH]c12
35	N#CCC(=O)N1CCCC1
36	COc1nc2c(c(=O)n1C)CN(C1CCCCC1)C(=O)C(C)N2 (centres undefined)

assay / compound,31,32,33,34,35,36
BT-549,107,88,99,114,99,x
MDA-MB-435,114,107,83,105,121,103
HS 578T,116,103,100,95,113,137
SK-MEL-2,86,98,56,113,84,91
SK-MEL-28,111,112,69,116,110,136
T-47D,93,79,12,97,99,105
LOX IMVI,97,95,19,100,93,94
SK-MEL-5,100,97,90,107,105,103

37	CC(=O)OC[C@H]1OC(Sc2sc(C(=O)c3ccc(C)cc3)c(N)c2-c2nc3ccccc3s2)[C@H](OC(C)=O)[C@@H](OC(C)=O)[C@@H]1OC(C)=O (some centres undefined)
38	CCOCCc1ccncc1
39	Clc1ccc(Sc2nc(NC3CCCCCC3)nc(Sc3ccc(Cl)cc3)n2)cc1
40	CC(C)c1oc2ccccc2c1C(=O)c1ccc(O)cc1
41	O=C(O)c1cc(=O)[nH]c2ccc([N+](=O)[O-])cc12
42	N/C(=N\NC(=O)CCl)c1c(N)nc(=S)[nH]c1-c1ccc(Cl)cc1Cl

assay / compound,37,38,39,40,41,42
BT-549,83,98,98,72,106,98
MDA-MB-435,77,106,89,46,103,113
HS 578T,53,116,87,94,98,113
SK-MEL-2,94,103,122,98,126,116
SK-MEL-28,76,105,101,100,97,119
T-47D,70,103,102,79,102,109
LOX IMVI,55,97,102,86,95,109
SK-MEL-5,45,102,93,83,x,108

43	Cc1cccc(C)c1-c1cc(Cc2ccc(Cl)cc2)c(=O)[nH]n1
44	COc1ccc(C2CC(c3ccc(Cl)cc3)=NN2/C=C2\SC(=S)N(c3ccc(OC(C)=O)cc3)C2=O)cc1 (centres undefined)
45	COC(=O)C1Cc2c([nH]c3ccccc23)C2CCC(=O)N12 (centres undefined)
46	O=c1c(O)c(N[C@H]2C=C[C@@H](CO)C2)c1=O
47	COc1ccc(/C(C)=N/NC(=O)CSc2nc3ccccc3c(=O)n2Cc2ccc(S(N)(=O)=O)cc2)cc1OC
48	CCOC(=O)c1cnc2sc(-c3ccccc3)nc2c1N

assay / compound,43,44,45,46,47,48
BT-549,86,90,109&98,x,88,101
MDA-MB-435,119,101,107&107,120,106,100
HS 578T,94,83,97&102,146,99,86
SK-MEL-2,114,101,117&117,x,113,112
SK-MEL-28,108,116,99&114,140,123,102
T-47D,86,73,104&98,107,103,97
LOX IMVI,93,64,102&98,117,91,90
SK-MEL-5,99,86,105&109,106,94,89

49	CC(=O)C1=C(O)C2(O)C(=O)c3c(c(C)c4ccc(C)c(O)c4c3O)CC2C(N)C1=O (centres undefined)
50	N#Cc1c(Cl)nc(SCc2ccccc2)nc1-c1ccc(Cl)cc1
51	COc1cc(-c2nc(-c3nnc(-c4ccc(N(C)C)cc4)o3)c3ccccn23)cc(OC)c1OC
52	Cc1ccc(-n2c(-c3cc4c([nH]c5ccccc54)c(-c4cccc(O)c4)n3)n[nH]c2=S)cc1
53	O=c1ccc(=Nc2ccc(NNc3ccccc3)cc2)c2c(=O)c3c([N+](=O)[O-])ccc(O)c3c(=O)c1=2
54	COC(=O)c1ccccc1OC(=O)c1ccccc1

assay / compound,49,50,51,52,53,54
BT-549,102,130,71,-36*,105,x
MDA-MB-435,109,103,88,1.2*,103,105
HS 578T,91,104,51,23,x,108
SK-MEL-2,103,x,74,-48*,93,113
SK-MEL-28,x,103,100,7.6*,112,107
T-47D,93,100,46,20,89,103
LOX IMVI,87,97,60,-77*,64,98
SK-MEL-5,95,96,76,-17*,102,116

Arranged by count of non-hydrogen atoms (rising): part of the list above
46	O=c1c(O)c(N[C@H]2C=C[C@@H](CO)C2)c1=O
41	O=C(O)c1cc(=O)[nH]c2ccc([N+](=O)[O-])cc12
54	COC(=O)c1ccccc1OC(=O)c1ccccc1
40	CC(C)c1oc2ccccc2c1C(=O)c1ccc(O)cc1
43	Cc1cccc(C)c1-c1cc(Cc2ccc(Cl)cc2)c(=O)[nH]n1
50	N#Cc1c(Cl)nc(SCc2ccccc2)nc1-c1ccc(Cl)cc1
49	CC(=O)C1=C(O)C2(O)C(=O)c3c(c(C)c4ccc(C)c(O)c4c3O)CC2C(N)C1=O (centres undefined)
52	Cc1ccc(-n2c(-c3cc4c([nH]c5ccccc54)c(-c4cccc(O)c4)n3)n[nH]c2=S)cc1

assay / compound,46,41,54,40,43,50,49,52
BT-549,x,106,x,72,86,130,102,-36*
MDA-MB-435,120,103,105,46,119,103,109,1.2*
HS 578T,146,98,108,94,94,104,91,23
SK-MEL-2,x,126,113,98,114,x,103,-48*
SK-MEL-28,140,97,107,100,108,103,x,7.6*
T-47D,107,102,103,79,86,100,93,20
LOX IMVI,117,95,98,86,93,97,87,-77*
SK-MEL-5,106,x,116,83,99,96,95,-17*

51	COc1cc(-c2nc(-c3nnc(-c4ccc(N(C)C)cc4)o3)c3ccccn23)cc(OC)c1OC
53	O=c1ccc(=Nc2ccc(NNc3ccccc3)cc2)c2c(=O)c3c([N+](=O)[O-])ccc(O)c3c(=O)c1=2
44	COc1ccc(C2CC(c3ccc(Cl)cc3)=NN2/C=C2\SC(=S)N(c3ccc(OC(C)=O)cc3)C2=O)cc1 (centres undefined)
47	COc1ccc(/C(C)=N/NC(=O)CSc2nc3ccccc3c(=O)n2Cc2ccc(S(N)(=O)=O)cc2)cc1OC

assay / compound,51,53,44,47
BT-549,71,105,90,88
MDA-MB-435,88,103,101,106
HS 578T,51,x,83,99
SK-MEL-2,74,93,101,113
SK-MEL-28,100,112,116,123
T-47D,46,89,73,103
LOX IMVI,60,64,64,91
SK-MEL-5,76,102,86,94

Later entries
55	NS(=O)(=O)c1cc2c(cc1Cl)NCNS2(=O)=O
56	Nc1[nH]nc2[nH]c(=S)nc(-c3ccc(Cl)cc3Cl)c12
57	Cc1cc(-c2ccccc2)n(N2C(=O)CSC2c2ccc(Cl)cc2)c(=S)n1 (centres undefined)
58	Nc1ccc2c(c1)[nH]c(=O)c1cc(N)ccc12
59	COc1ccc(-n2c(SCc3cn(-c4ccc(Cl)cc4)nn3)nc3ccccc3c2=O)cc1
60	O=C1CC=Nc2ccc([N+](=O)[O-])cc21

assay / compound,55,56,57,58,59,60
BT-549,103,82,95,105&110,100,103
MDA-MB-435,99,96,100,111&109,101,113
HS 578T,113,99,92,96&109,84,108
SK-MEL-2,123,95,105,120&105,105,98
SK-MEL-28,107,110,99,110&110,111,110
T-47D,104,74,84,101&84,94,96
LOX IMVI,98,87,95,107&102,95,97
SK-MEL-5,101,98,98,99&97,98,104

61	CCCS(=O)(=O)Oc1ccc(NC(=O)C23CC4CC(CC(C4)C2)C3)cc1
62	Ic1ccc2[nH]cc(SSc3c[nH]c4ccc(I)cc34)c2c1
63	CCCCOCCOCCOC(=O)c1ccccc1
64	CCCCNC(=O)NS(=O)(=O)c1ccc(C)cc1
65	C1Cc2[nH]nc(-c3n[nH]c4c3CCC4)c2C1
66	CC(C)c1ncc([N+](=O)[O-])n1C

assay / compound,61,62,63,64,65,66
BT-549,96,32,92,113&104&99,102,103
MDA-MB-435,103,24,102,101&107&109,105,136
HS 578T,109,66,94,96&109&119,92,80
SK-MEL-2,108,74,90,108&105&105,107,127
SK-MEL-28,98,41,105,124&111&123,100,119
T-47D,98,27,75,110&94,x,101
LOX IMVI,87,4.6*,98,101&97&105,97,108
SK-MEL-5,87,87,103,103&100&104,103,114

67	O=C(CCNC(=O)OCc1ccccc1)NC(CSCc1ccccc1)C(=O)O (centres undefined)
68	Nc1nc(Sc2ccccc2)c2c(n1)C(=O)NCC2
69	COc1ccc(/C=C2\C(=N)N=C(SCc3nc4ccccc4[nH]3)NC2=O)cc1
70	C=CC(=O)Nc1cc2c(Nc3ccc(F)c(Cl)c3)ncnc2cc1C#CC(C)(C)N1CCN(C)CC1
71	Cc1cc(NCCCCNc2ccnc3cc(Cl)ccc23)nc(Nc2ccc(C(=O)N3CCCC3)cc2)n1
72	c1nc(C2OCCO2)sc1CN1CCCCC1

assay / compound,67,68,69,70,71,72
BT-549,104,90,106,-94*,93,88
MDA-MB-435,95,97,105,-98*,-45*,99
HS 578T,96,86,99,x,90,100
SK-MEL-2,97,82,114,x,91,112
SK-MEL-28,109,101,118,-97*,-73*,96
T-47D,97,118,88,-81*,-31*,115
LOX IMVI,88,88,98,-91*,-91*,98
SK-MEL-5,107,100,101,-98*,-100*,98
